# Screens from PubChem.
# Lipid storage S3: qHTS Assay for Lipid Storage Modulators in Drosophila S3 Cells. Drosophila S3 cells, BODIPY lipid droplet fluorescence, 18-24 h; cells fed with added oleic acid. lipid storage change, negative = inhibition, % at the top dose, mostly 46.1 µM; hits show Potency in µM. 320,000 compounds, 0.64% hits. AID 2685; active means well fitted inhibition curve with a large enough effect in the signal ratio, with a control signal flat, not every such curve was filed as active; inconclusive means small, poorly fitted or top-dose-only effect, or effect the other way, or a change in a side signal; the % refers to the signal ratio
#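 Drosophila S3 cells loaded with oleic acid (400 uM, as added) and compounds at several concentrations; lipid droplets imaged by 488-nm laser-scanning cytometry, 500–530 nm intensity and object ratio to cell channel. Percent activity normalized to 20 uM Triacsin C.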
# Lipid storage S3 cell count max: also measured in Lipid storage S3; calls as there; cell number change, %; measured here: cell count max response;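 cells counted by Cell Tracker Red CMTPX staining in the red channel; peak over a dose series mostly up to 46.1 µM; percent activity relative to internal control wells on each plate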
# Starred values were filed as active, the others as inactive; i = inactive; ? = inconclusive; / = no result given. On the % scale 0 is the no-effect control and ±100 the full control effect; potency means the concentration at half of the fitted maximal effect. Some of the compounds tested; rates above refer to the full screens.
(1) CCC(=O)OC1(c2cccc(C)c2)CC(C)N(C)CC1C (centres undefined)
(2) O=C(O)C1CSC(c2cccnc2)N1 (centres undefined)
(3) CCOC(=O)c1[nH]c2ccc(OC)cc2c1C(SCC(=O)O)c1ccc(C(F)(F)F)cc1 (centres undefined)
(4) Cn1c(O)c(C=Nc2ccc(Cl)cc2)c(=O)n(C)c1=O
(5) COc1ccc(-n2c(O)c(C=NCCN(C)C)c(=O)[nH]c2=O)cc1
(6) CC(C)(C)n1cccc1/C=C1\C(=O)NC(=O)N(c2ccccc2)C1=O
(7) c1ccc2c(CN3CCCCCCC3)c[nH]c2c1
(8) Cc1c(NP(=O)(C(C)(C)C)C(C)(C)C)c(=O)n(-c2ccccc2)n1C
(9) COc1cc2[nH]c(=O)n(-c3cccc(Cl)c3)c(=O)c2cc1OC
(10) O=C1NC(=S)N(c2ccc(F)cc2)C(=O)/C1=C/c1ccco1

assay / compound | 1 | 2 | 3 | 4 | 5 | 6 | 7 | 8 | 9 | 10
Lipid storage S3 | 13% | ? | ? | 20% | 14% | ? | -7% | ? | ? | ?
Lipid storage S3 cell count max | 2 | / | / | 13 | 9 | / | -11 | / | / | /

(11) CC(C)n1c(=O)c(C=Nc2ccc(Br)cc2)c(O)n(Cc2ccco2)c1=O
(12) CN(CCc1ccccc1)Cc1c[nH]c2ccccc12
(13) Cc1ccccc1Cc1c(C)nc2nc(SCC(=O)N3CCC4(CC3)OCCO4)nn2c1C
(14) O=c1[nH]c(=O)n(Cc2ccccc2)c(O)c1C=NCCN1CCNCC1
(15) COC(=O)C1=C(c2ccc(Cl)c(C(F)(F)F)c2)C[C@@H]2CC[C@H]1N2C(=O)NCCOc1ccccc1Cl
(16) O=C1CN=C(c2ccccc2)c2ccccc2N1Cc1ccc(C(F)(F)F)cc1
(17) NC(=O)CN1CCCC1=O
(18) Cc1ccc(N2C(=O)CC(=O)NC2=O)cc1
(19) COc1ccc2nc(/N=C/c3c(O)n(-c4cccc(Cl)c4)c(=O)[nH]c3=O)sc2c1
(20) COc1ccc(S(=O)(=O)N2CC3CC(C2)c2cccc(=O)n2C3)cc1 (centres undefined)

assay / compound | 11 | 12 | 13 | 14 | 15 | 16 | 17 | 18 | 19 | 20
Lipid storage S3 | ? | ? | ? | -5% | ? | i | ? | -11% | 6% | ?
Lipid storage S3 cell count max | / | / | / | 23 | / | / | / | -4 | 6 | /

(21) O=C(O)c1cn(Cc2ccccc2)nc1-c1ccccc1
(22) COc1ccccc1OCC#CCN1CCCCCC1
(23) O=c1c2ccccc2nc(/C=C/c2ccc(O)cc2)n1-c1cccc(O)c1
(24) O=C(CN1CC=C(c2ccccc2)CC1)NC(=O)NC1CCCCC1
(25) O=c1c2ccccc2nc(-c2ccccc2)n1-n1cccc1
(26) COc1ccc(-n2c(O)c(C(C)=NCC3CCCO3)c(=O)[nH]c2=O)cc1 (centres undefined)
(27) CCn1cc(C=C2C(=O)N(C)C(=O)N(C)C2=O)c2ccccc21
(28) COCCNC(=O)c1c(NC(=O)c2ccco2)n(Cc2ccccc2)c2nc3ccccc3nc12
(29) CC(=O)N(C1=NCCCS1)c1ccccc1F
(30) CC(=O)c1c(O)n(C2CCCCCC2)c(=O)[nH]c1=O

assay / compound | 21 | 22 | 23 | 24 | 25 | 26 | 27 | 28 | 29 | 30
Lipid storage S3 | 15% | ? | ? | 0% | 30% | -4% | 1% | ? | ? | ?
Lipid storage S3 cell count max | / | / | / | 6 | 19 | 13 | -7 | / | / | /

(31) Nc1ccccc1C(=O)OCC(=O)c1ccc2c(c1)OCCO2
(32) Clc1ccc(C2NCCc3[nH]cnc32)cc1 (centres undefined)
(33) c1ccc(P(c2ccccc2)c2ccccn2)cc1
(34) Fc1cccc(C2NCc3ccccc3-n3cccc32)c1 (centres undefined)
(35) COC(=O)C1=C(c2ccc(OC)c(OC)c2)C[C@@H]2CC[C@H]1N2C(=O)NCCO
(36) CN(CCc1ccccc1)Cc1ccccc1[N+](=O)[O-]
(37) Cc1ccc(C)c(CN2CCC(n3nnc4cc(F)ccc43)CC2)c1
(38) O=c1[nH]c(CN2CC=C(c3ccccc3)CC2)nc2scc(-c3cccs3)c12
(39) O=c1[nH]c(=O)n(Cc2ccccc2)c(O)c1C=Nc1ccc(CN2CCOCC2)cc1
(40) NCCNc1ccc([N+](=O)[O-])c2cccnc12

assay / compound | 31 | 32 | 33 | 34 | 35 | 36 | 37 | 38 | 39 | 40
Lipid storage S3 | ? | 0% | ? | -4% | ? | ? | ? | ? | ? | 4%
Lipid storage S3 cell count max | / | 11 | / | -20 | / | / | / | / | / | 7

(41) COC(=O)C1=C(c2ccc(Cl)c(C(F)(F)F)c2)C[C@@H]2CC[C@H]1N2C(=O)NCc1ccco1
(42) CC1=C(C(=O)Nc2ccccc2)SCCO1
(43) CC1CCCCN1CC(=O)c1ccc2cc[nH]c2c1 (centres undefined)
(44) CCOc1ccc(-n2c(O)c(/C=C3\C=Nc4ccccc43)c(=O)[nH]c2=O)cc1
(45) Cn1c(O)c(C=NC2CCCCCC2)c(=O)[nH]c1=S
(46) COC(=O)c1ccc(N2C(=O)CC(N3CCC(n4c(=O)[nH]c5ccccc54)CC3)C2=O)cc1 (centres undefined)
(47) Cc1nc2ccccc2c(=O)n1-c1cccc(O)c1
(48) COC(=O)C(O)(c1ccc(NC(=O)c2ccco2)c(OC)c1)C(F)(F)F (centres undefined)
(49) CCOC(=O)CNC(=S)N1CC2C[C@@H](C1)Cn1c2cccc1=O
(50) NC1CCCCC1N=Cc1c(O)n(Cc2ccc(F)cc2)c(=O)[nH]c1=O (centres undefined)

assay / compound | 41 | 42 | 43 | 44 | 45 | 46 | 47 | 48 | 49 | 50
Lipid storage S3 | i | 18µM* | 3% | ? | ? | ? | ? | ? | 1% | ?
Lipid storage S3 cell count max | -12 | -0.9* | 17 | / | / | / | / | / | 11 | /

(51) COC(=O)C1=C(c2ccc(-c3ccccc3)c(F)c2)C[C@@H]2CC[C@H]1N2C(=O)N1CCOCC1
(52) CC(C)CC(=O)Nc1ccc(C(=O)Cn2c(=O)oc3ccccc32)cc1
(53) CCOP(=O)(Cc1ccc(C#N)o1)OCC
(54) COc1cc(N2CCOCC2)ccc1C=C1C(=O)NC(=O)NC1=O
(55) CCCC(=O)C1C(=O)NC(=O)NC1=O
(56) Cc1ccc(OCC(=O)N2CCCC(N3CCN(c4ccc(F)cc4)CC3)C2)cc1 (centres undefined)
(57) COc1cccc(CNC2CN3CCC2CC3)c1OC (centres undefined)
(58) CCC(CO)(C(=O)OC1CC2CCC(C1)N2C)c1ccccc1 (centres undefined)
(59) O=C(COc1ccc(S(=O)(=O)N2CCOCC2)cc1)N1CCN(Cc2ccc3c(c2)OCO3)CC1
(60) Cc1cc(C(=O)CS(=O)(=O)c2ccccc2)cc(C)c1OC(=O)N(C)C

assay / compound | 51 | 52 | 53 | 54 | 55 | 56 | 57 | 58 | 59 | 60
Lipid storage S3 | ? | ? | ? | -7% | 23% | 11% | 29µM* | ? | ? | ?
Lipid storage S3 cell count max | / | / | / | 7 | 3 | 23 | -7.5* | / | / | /

# A draw from above in order of molar mass, rising.
(55) CCCC(=O)C1C(=O)NC(=O)NC1=O
(57) COc1cccc(CNC2CN3CCC2CC3)c1OC (centres undefined)
(60) Cc1cc(C(=O)CS(=O)(=O)c2ccccc2)cc(C)c1OC(=O)N(C)C
(51) COC(=O)C1=C(c2ccc(-c3ccccc3)c(F)c2)C[C@@H]2CC[C@H]1N2C(=O)N1CCOCC1
(59) O=C(COc1ccc(S(=O)(=O)N2CCOCC2)cc1)N1CCN(Cc2ccc3c(c2)OCO3)CC1

assay / compound | 55 | 57 | 60 | 51 | 59
Lipid storage S3 | 23% | 29µM* | ? | ? | ?
Lipid storage S3 cell count max | 3 | -7.5* | / | / | /

# Returning to the listing, starting two compounds before the break.
(59) O=C(COc1ccc(S(=O)(=O)N2CCOCC2)cc1)N1CCN(Cc2ccc3c(c2)OCO3)CC1
(60) Cc1cc(C(=O)CS(=O)(=O)c2ccccc2)cc(C)c1OC(=O)N(C)C
(61) CCCCN1C(=O)NC(=O)C2(Cc3ccccc3N3CCOCC32)C1=O (centres undefined)
(62) Brc1ccc(Oc2cc(Br)c(Br)cc2Br)c(Br)c1
(63) O=C(/C=C/c1c[nH]c2ccccc12)c1c(O)n(CCc2ccccc2)c(=O)[nH]c1=O
(64) C=C1C/C(=C/C)C(=O)O[C@@H]2CCN3CC=C(COC(=O)[C@]1(C)O)[C@H]23
(65) O=P1(Nc2ccc(F)cc2)COc2ccccc2OC1
(66) O=[N+]([O-])c1cc(Cl)c(Cl)cc1Cl
(67) Cc1nn(-c2ccccc2)c2c1C(c1ccc3c(c1)OCO3)SCC(=O)N2 (centres undefined)
(68) CC(=O)NC(=O)NC(C)Cc1ccccc1 (centres undefined)
(69) Cc1ccc2nsnc2c1-n1c(C)nc2ccccc2c1=O
(70) O=C(Nc1cccc(OC(=O)N2CCCCC2)c1)N1CCCCC1

assay / compound | 59 | 60 | 61 | 62 | 63 | 64 | 65 | 66 | 67 | 68 | 69 | 70
Lipid storage S3 | ? | ? | ? | 1% | 2% | -6% | 0% | ? | ? | 5% | ? | ?
Lipid storage S3 cell count max | / | / | / | 9 | 0 | 6 | 11 | / | / | 11 | / | /

(71) O=C1N(c2ccccc2)C(c2cccnc2)N2CCCN12 (centres undefined)
(72) CCCCN(Cc1ccccc1)C1CCN(CCc2ccccc2)CC1
(73) C=CCn1c(O)c(/C=N/N2CCOCC2)c(=O)[nH]c1=S
(74) CCc1cccc(CC)c1NC(=S)N1CC2CC(C1)c1cccc(=O)n1C2 (centres undefined)
(75) O=C(CN1C(=O)COc2ccccc21)N1CCC2(CC1)OCCO2
(76) Cc1onc(-c2c(Cl)cccc2Cl)c1C(=O)Nc1ccc2c(C(F)(F)F)cc(=O)oc2c1
(77) COC(=O)[C@@H](N)CCCN=C(N)N[N+](=O)[O-]
(78) C[C@]12CC[C@H](OS(=O)(=O)O)CC1=CC[C@@H]1[C@@H]2CC[C@]2(C)C(=O)CC[C@@H]12
(79) COC(=O)C(O)(c1ccc2c(c1)CCCN2)C(F)(F)F (centres undefined)
(80) Cc1ccccc1-n1c(O)c(/C=N/Nc2nc3c(c(=O)n(C)c(=O)n3C)n2C)c(=O)[nH]c1=S

assay / compound | 71 | 72 | 73 | 74 | 75 | 76 | 77 | 78 | 79 | 80
Lipid storage S3 | -3% | i | ? | 2% | -7% | ? | ? | ? | ? | i
Lipid storage S3 cell count max | -11 | -7 | / | 2 | 7 | / | / | / | / | -17

(81) CC[n+]1c(/C=C/C=C/c2ccc(N(C)C)cc2)sc2ccccc21
(82) S=C1CN=C(c2ccccc2Cl)c2cc(Cl)ccc2N1
(83) CC(C)C(C)(NC(=O)c1cccn(Cc2ccc3c(c2)OC(F)(F)O3)c1=O)C(N)=O (centres undefined)
(84) Nc1c(C(=O)NCc2ccco2)c2nc3ccccc3nc2n1CCN1CCCCC1
(85) CC(C)NC(=O)Cn1cc(C(=O)c2ccccc2)c2ccccc21
(86) CCN1C(=O)C(=Cc2cc(C)n(C3CC3)c2C)C(=O)N(CC)C1=S
(87) O=C(Nc1cccc(OC(=O)N2CCCCC2)c1)N1CCOCC1
(88) CC(=O)N1N=C2C3CCN(CC3)C2C1c1ccc(F)cc1 (centres undefined)
(89) O=C(N/N=C/c1c(O)n(-c2ccccc2)c(=O)[nH]c1=O)c1ccncc1
(90) COc1cc2c3cc1Oc1cc(ccc1O)C[C@@H]1c4c(cc(OC)c(O)c4Oc4cccc(c4)C[C@@H]3N(C)CC2)CC[N+]1(C)C

assay / compound | 81 | 82 | 83 | 84 | 85 | 86 | 87 | 88 | 89 | 90
Lipid storage S3 | ? | -1% | ? | i | -8% | -6% | ? | -11% | ? | ?
Lipid storage S3 cell count max | / | 10 | / | / | -1 | -1 | / | 7 | / | /

(91) COCCN1C(=O)NC(=O)/C(=C\c2ccc(F)cc2)C1=O
(92) CCn1nc(/C=C/c2ccccc2)nc2c(=O)n(C)c(=O)nc1-2
(93) O=[As](O)(O)c1ccc(N=Nc2ccc(O)cc2)cc1
(94) NC(N)=N/N=C/c1ccc(N2CCOCC2)cc1
(95) Cc1ccc(S(=O)(=O)N2CCCC(C(=O)N3CCC4(CC3)OCCO4)C2)cc1 (centres undefined)
(96) COc1cc(C(CN)CC(=O)O)ccc1O (centres undefined)
(97) C1=C(c2c[nH]c3ccccc23)CCN(Cc2ccccc2)C1
(98) COc1cccc(CN2CCN(Cc3cccc(F)c3)CC2)c1
(99) COc1ccc(Oc2cc(NC(=O)c3nn(C)cc3[N+](=O)[O-])cc([N+](=O)[O-])c2)cc1
(100) CN1CCCN(C(=O)COc2ccc(F)cc2Cl)CC1

assay / compound | 91 | 92 | 93 | 94 | 95 | 96 | 97 | 98 | 99 | 100
Lipid storage S3 | ? | 4% | 12% | ? | 6% | ? | ? | ? | ? | ?
Lipid storage S3 cell count max | / | 3 | 8 | / | -13 | / | / | / | / | /

# 2 compounds picked at random from those above:
(97) C1=C(c2c[nH]c3ccccc23)CCN(Cc2ccccc2)C1
(96) COc1cc(C(CN)CC(=O)O)ccc1O (centres undefined)

assay / compound | 97 | 96
Lipid storage S3 | ? | ?
Lipid storage S3 cell count max | / | /
